Bioassay records: PubChem, National Center for Advancing Translational Sciences (NCATS)
HCV inhibitor: blocks hepatitis C virus; Huh7.5.1 HCVcc-Cre infection, luciferase reporter, 44 h; Potency, µM (series often up to 41.8 µM), for inactives: at the highest dose activity change, negative = inhibition, usual class: inhibitors; hit rate 3.4% among 340,000; note: potency is the fitted concentration of half-maximal effect
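Reporter virus HCVcc-Cre (~0.5 moi) infects cells exposed to compound; seeding density 1,000 cells/well with 4 h settling beforehand. Luminescence, 15 sec read, taken 44 h post-infection following a 15 min RT substrate incubation.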
Giardia FBPA inh: inhibitors of Giardia lamblia fructose-1,6-bisphosphate aldolase; Potency, µM (doses to about 59.6 µM), for inactives: at the highest dose activity, negative = inhibition, hits mostly inhibitors; purified Giardia FBPA; hit rate 0.71% among 290,000; A8B2U2; note: potency is the fitted concentration of half-maximal effect; nearly all actives have a fitted effect of over 55% in size
Target sequence (A8B2U2 whole entry, looked up): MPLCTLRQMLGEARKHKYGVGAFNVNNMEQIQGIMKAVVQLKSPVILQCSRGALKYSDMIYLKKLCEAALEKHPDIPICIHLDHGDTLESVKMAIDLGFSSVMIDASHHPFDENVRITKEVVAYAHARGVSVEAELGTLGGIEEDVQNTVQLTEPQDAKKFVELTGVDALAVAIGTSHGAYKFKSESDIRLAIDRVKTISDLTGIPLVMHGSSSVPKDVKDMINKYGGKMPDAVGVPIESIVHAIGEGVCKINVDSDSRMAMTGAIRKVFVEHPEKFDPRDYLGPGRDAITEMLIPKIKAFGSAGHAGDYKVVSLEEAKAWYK
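Giardia FBPA (40 nM reagent) was preincubated 10 min at RT with compound (up to 57.5 uM final), then substrate plus GAPDH/TPI/NAD/arsenate coupling system with diaphorase/resazurin was added; resorufin fluorescence (525/598 nm) was read after 20 min.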
Sm TGR block: S. mansoni TGR enzyme inhibition | purified TGR, DTNB reduction, TNB absorbance 405 nm | hit rate 3% among 360,000 | Potency, µM (series often up to 114 µM), without a hit: at the top dose activity change, negative = inhibition, hits mostly inhibitors | AID 485364 | Q962Y6; note: potency is the fitted concentration of half-maximal effect; nearly all actives have a fitted effect of over 60% in size
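Kinetic colorimetric format: TGR-catalysed, NADPH-driven DTNB reduction monitored via TNB absorbance. Enzyme dispensed at 20 nM; compound exposure 15 min at room temperature before reaction start.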
AMA1-RON2 inh: inhibitors of Plasmodium falciparum AMA1-RON2 interaction; Potency, µM (titrated, usually from 58.2 µM), for inactives: at the top dose activity change, negative = inhibition, usual class: inhibitors; hit rate 0.2% among 360,000; AID 720542; AlphaScreen AMA1-biotinylated RON2 peptide binding;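 note: potency is the fitted concentration of half-maximal effect; 0% = vehicle wells and -100% = peptide control; nearly all actives have a fitted effect of over 45% in size; some results filed as inactive show a strong effect at the top dose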
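AMA1 (3D7) with his tag at 25 nM final met compounds first, then biotinylated RON2 peptide at 25 nM; detection used donor plus acceptor beads, 10 µg/mL apiece, read by AlphaScreen after 30 min at room temperature.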
HCMV inh: blocks human cytomegalovirus replication; HFF cells, HCMV-luciferase reporter, 72 h; active compounds read low; activity change, negative = inhibition, % at 57.5 µM; hit rate 4.5% among 410,000; AID 1259415; in the data active = activity change below about -60%; inconclusive = no clear call, values can overlap the other calls; inactive = above about -39%
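Two compound doses tested in HFFs infected with HCMV-luciferase, MOI 1 PFU/cell, 72 h at 37C. Lysate luminescence read with OneGlo; data normalized against buffer-only and 10uM Salinomycin inhibitor controls.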
AmpC detergent: blocks E. coli AmpC beta-lactamase in detergent assay | hit rate 0.041% among 370,000 | AmpC hydrolysis of nitrocefin, absorbance 480 nm, 0.01% Triton | P00811 | Potency, µM (top dose mostly 114 µM), for the others: at the top dose activity change, negative = inhibition, actives largely listed as inhibitors;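 note: potency is the fitted concentration of half-maximal effect; 0% = no-compound wells and -100% = no-enzyme wells; nearly all actives have a fitted effect of over 25% in size; some results filed as inactive show a strong effect at the top dose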
Target sequence (P00811 whole entry, looked up): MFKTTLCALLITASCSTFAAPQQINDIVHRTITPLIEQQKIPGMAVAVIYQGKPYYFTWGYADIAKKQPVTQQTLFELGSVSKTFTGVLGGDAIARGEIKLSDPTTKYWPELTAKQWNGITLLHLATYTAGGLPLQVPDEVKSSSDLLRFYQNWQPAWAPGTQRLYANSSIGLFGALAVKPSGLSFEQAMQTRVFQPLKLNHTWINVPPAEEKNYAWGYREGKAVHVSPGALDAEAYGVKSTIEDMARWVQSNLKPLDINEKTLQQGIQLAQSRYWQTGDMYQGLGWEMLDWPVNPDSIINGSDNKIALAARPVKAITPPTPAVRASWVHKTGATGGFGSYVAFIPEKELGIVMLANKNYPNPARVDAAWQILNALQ
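20 mM phosphate pH 7.0 + 0.01% (detergent screen) or 0.0001% Triton X-100; 5.3 nM AmpC reagent; cpd preinc 15 min RT; nitrocefin (800 uM stock) to start; A480 q20 s × 4 min; Activity was normalised to no-enzyme and no-compound control wells.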
* = called active by the depositor; & = joins results of further samples; [ ] = remark or other dose. Unless noted, calls come from the whole dose curve; as a rule, active = well fitted curve in the direction sought with a large enough effect; inconclusive = small, poorly fitted or top-dose-only effect, or another doubt; inactive = no such curve, though single readings can be large; an effect the other way counts as inactive or inconclusive. Unless noted, % is set by controls: 0 for no effect and ±100 for the full control effect.

For Cc1cc(C)c(NC(=O)C(C)n2nnc3sc(-c4ccccc4)cc3c2=O)c(C)c1 (centres undefined) the results were Sm TGR block 5%, HCMV inh 10 and AmpC detergent 20%.
`COCCn1c(SCC(=O)Nc2ccc(C)cc2)nc2c(oc3ccccc32)c1=O` gave HCV inhibitor 6%, Giardia FBPA inh 2%, Sm TGR block 7%, AMA1-RON2 inh 4%, HCMV inh 29 and AmpC detergent 3%.
Cc1cc(C)n(-c2nc(C)nc3sc4c(c23)CCC(C)C4)n1 (centres undefined) was read as HCV inhibitor -7%, Giardia FBPA inh 24%, Sm TGR block 1%, AMA1-RON2 inh 0%, HCMV inh 23 and AmpC detergent 3%.
O=[N+]([O-])c1ccccc1S(=O)(=O)Nc1ccc(S(=O)(=O)N2CCCC2)cc1 was read as HCV inhibitor -11%, AMA1-RON2 inh -1% and HCMV inh -12.
Screening CCCn1c(NCc2ccccc2C)nc2ccccc21 returned Sm TGR block 0%, HCMV inh 42 and AmpC detergent 16%.
For CN(C)c1ccc(-c2nc3ccccc3n2C)cc1 the results were HCV inhibitor -5%, Giardia FBPA inh -12%, Sm TGR block inconclusive, AMA1-RON2 inh -13%, HCMV inh -16 and AmpC detergent -15%.
Screening Cc1cc(C)c(S(=O)(=O)Cc2ccccc2)c(Cl)n1 returned HCV inhibitor 12%, Giardia FBPA inh 3%, Sm TGR block 3%, AMA1-RON2 inh 7%, HCMV inh -21 and AmpC detergent 2%.
Screening CN(C(=O)c1cccc(NC(=O)c2cccs2)c1)c1ccccc1 returned HCV inhibitor 4%, Sm TGR block inconclusive, AMA1-RON2 inh -13%, HCMV inh inconclusive and AmpC detergent -6%.
Screening CCCC(C)c1nnc(NC(=O)CCS(=O)(=O)c2ccccc2)s1 (centres undefined) returned HCV inhibitor -4%, Giardia FBPA inh 4%, Sm TGR block 89µM*, AMA1-RON2 inh -3%, HCMV inh 45 and AmpC detergent -11%.
For COc1ccccc1NS(=O)(=O)c1cc(NC(=O)CC(C)(C)C)ccc1N1CCOCC1 the results were HCV inhibitor inconclusive, Giardia FBPA inh -6%, Sm TGR block -6%, AMA1-RON2 inh -12%, HCMV inh inconclusive and AmpC detergent 4%.
Screening CC(C)Cn1nc(NS(=O)(=O)c2cccc3nonc23)c2cc3ccccc3nc21 returned HCV inhibitor 8%, Sm TGR block -1%, AMA1-RON2 inh -6%, HCMV inh -14 and AmpC detergent -1%.
Screening CCCc1cc(=O)[nH]c(/N=C(\N)Nc2ccccc2)n1 returned HCV inhibitor 4%, Giardia FBPA inh -11%, Sm TGR block 2%, AMA1-RON2 inh 2%, HCMV inh -7 and AmpC detergent 0%.
CC(C)(C)SCCNC(=O)/C=C/c1ccccc1 was read as HCV inhibitor -9%, Giardia FBPA inh 0%, Sm TGR block 12%, AMA1-RON2 inh 0%, HCMV inh 88 and AmpC detergent 1%.
`Cc1cc(C)nc(NC(=O)Nc2ccc3c(c2)OCO3)c1` gave HCV inhibitor 2%, Giardia FBPA inh 20%, Sm TGR block -20%, AMA1-RON2 inh 10%, HCMV inh 119 and AmpC detergent 3%.
CC1(C)Oc2ccc3ccc(=O)oc3c2CC1O (centres undefined) was read as HCV inhibitor 4%, Giardia FBPA inh -3%&-5%, Sm TGR block -25%, AMA1-RON2 inh -3%, HCMV inh 18 and AmpC detergent inconclusive.
Screening O=C(CN1CCN(S(=O)(=O)c2ccc(Cl)cc2)CC1)c1ccc(O)c(O)c1 returned HCV inhibitor -9%, Sm TGR block 20µM*, AMA1-RON2 inh 61%[activator] and AmpC detergent -4%.
For CC(=O)c1c(O)n(-c2cccc(Cl)c2)c(=O)[nH]c1=O (tested in a mixture with another compound) the results were HCV inhibitor 2%, Giardia FBPA inh -11%, Sm TGR block inconclusive, AMA1-RON2 inh inconclusive, HCMV inh 6 and AmpC detergent -4%.
Cc1ccc(-n2c(=O)c3ccc(C(=O)NCc4ccccc4Cl)cc3n(CC(N)=O)c2=O)cc1 was read as Sm TGR block 0%, HCMV inh -13 and AmpC detergent -3%.
`Cc1ccnc(SCc2cc(=O)c(OC(=O)c3cc([N+](=O)[O-])ccc3Cl)co2)n1` gave HCV inhibitor 6%, Giardia FBPA inh 12%, Sm TGR block -29%, AMA1-RON2 inh -6%, HCMV inh -22 and AmpC detergent inconclusive.
Screening COc1cccc(NC(=O)CN(C)C(=O)Cc2cccc3ccccc23)c1 returned HCV inhibitor -7%, Sm TGR block 8%, AMA1-RON2 inh -4%, HCMV inh 3 and AmpC detergent inconclusive.
CCOc1ccc(NC(=S)N2CCN(S(=O)(=O)c3ccccc3)CC2)cc1 was read as HCV inhibitor -3%, Sm TGR block 4%, AMA1-RON2 inh -9%, HCMV inh -22 and AmpC detergent 3%.
C=CCn1c(CCCNC(=O)C(C)(C)C)nc2ccccc21 was read as HCV inhibitor 5%, Giardia FBPA inh 0%, Sm TGR block -16%, AMA1-RON2 inh -3%, HCMV inh -21 and AmpC detergent inconclusive.
For CCOC(=O)c1c(-c2ccccc2)csc1NC(=O)c1cc(-c2ccc(Cl)cc2)on1 the results were Sm TGR block 2%, HCMV inh -2 and AmpC detergent 22%.
Screening Clc1ccccc1CN1CCN(/N=C/c2ccncc2)CC1 returned HCV inhibitor inconclusive, Giardia FBPA inh 13%, Sm TGR block 11%, AMA1-RON2 inh -14%, HCMV inh inconclusive and AmpC detergent -2%.
Cc1ccc(N2C(=O)C3NN=C(C(=O)OCc4ccccc4)C3C2=O)cc1 (centres undefined) was read as HCV inhibitor 3%, Giardia FBPA inh 1%, Sm TGR block 1%, AMA1-RON2 inh -9%, HCMV inh 3 and AmpC detergent -13%.
For CSc1ccc(S(=O)(=O)Nc2c(C)n(C)n(-c3ccccc3)c2=O)cc1 the results were HCV inhibitor -1%, Giardia FBPA inh 8%, Sm TGR block -3%, AMA1-RON2 inh -8%, HCMV inh 7 and AmpC detergent inconclusive.
CSc1ccccc1NC(=O)c1ccccc1N(C)S(C)(=O)=O was read as HCV inhibitor -4%, Giardia FBPA inh -2%, Sm TGR block 0%, AMA1-RON2 inh -8%, HCMV inh 44 and AmpC detergent -9%.
CCS(=O)(=O)N1CCC(NC(=O)C(Cc2cc(OC)ccc2OC)NC(C)=O)CC1 (centres undefined) was read as HCV inhibitor 5%, Giardia FBPA inh -2%, Sm TGR block -2%, AMA1-RON2 inh -1%, HCMV inh -27 and AmpC detergent inconclusive.
Screening Cc1ccc(C(=O)Nc2ccccc2C(=O)NC(C(=O)O)C(C)C)cc1 (centres undefined) returned HCV inhibitor -3%&10%, Giardia FBPA inh inconclusive, Sm TGR block 2%, AMA1-RON2 inh -7%, HCMV inh 34 and AmpC detergent inconclusive.
Screening COc1ccccc1C(c1nnnn1C(C)(C)C)N1CCCc2ccccc21 (centres undefined) returned HCV inhibitor -28%, Giardia FBPA inh 5%, Sm TGR block 27%, AMA1-RON2 inh -15%, HCMV inh -28 and AmpC detergent 2%.
`COc1ccc(-c2sc3cc4c(cc3c2C#CC2(O)CCCCC2)OCO4)cc1` gave HCV inhibitor 1.6µM*, Sm TGR block -33%, AMA1-RON2 inh 0%, HCMV inh 4 and AmpC detergent 2%.
Screening O=C(Cn1cc(C(F)(F)F)cc(Cl)c1=O)NCc1ccccc1 returned HCV inhibitor 15%, Giardia FBPA inh 7%, Sm TGR block -2%, AMA1-RON2 inh 33%, HCMV inh 53 and AmpC detergent -14%.
`CS(=O)(=O)c1ccc(NC(=O)C2CCCN(C(=O)c3ccc(Cl)cc3)C2)cc1` (centres undefined) gave HCV inhibitor 1%, Sm TGR block -3%, AMA1-RON2 inh 16%, HCMV inh 3 and AmpC detergent -9%.
`CC(C)(C)NC(=O)C(c1ccc(O)cc1)N(C(=O)Cn1nnc(-c2ccc(F)cc2)n1)c1ccccc1F` (centres undefined) gave HCV inhibitor 4.5µM*, Giardia FBPA inh -5%, AMA1-RON2 inh 2%, HCMV inh -12 and AmpC detergent -6%.
CCS(=O)(=O)N1CCC(C(=O)NCCCN2CCN(c3ccccc3F)CC2)CC1 was read as HCV inhibitor -20%, Sm TGR block 10%, AMA1-RON2 inh 6%, HCMV inh -20 and AmpC detergent -2%.
`CCn1ncc(CN2CCCC(CNC(=O)c3ccc(F)cc3)C2)c1C` (centres undefined) gave HCV inhibitor 7%, Giardia FBPA inh 6%, Sm TGR block 4%[57.1 µM], AMA1-RON2 inh -12%, HCMV inh -18 and AmpC detergent -5%.
`O=c1c2ccccc2sc2ccc(NCCCN3CCOCC3)cc12` gave HCV inhibitor -11%[8.37 µM], AMA1-RON2 inh -17% and HCMV inh 27.
`O=C(CN(Cc1ccco1)C(=O)c1cc(=O)[nH]c2ccccc12)Nc1ccccc1C(F)(F)F` gave HCV inhibitor 13%, Giardia FBPA inh 5%, Sm TGR block 0%, AMA1-RON2 inh -12%, HCMV inh 28 and AmpC detergent -7%.
CC(C)n1nc(C(=O)Nc2nnc(C3CC3)s2)c2ccccc2c1=O was read as HCV inhibitor -11%, Giardia FBPA inh -9%, Sm TGR block inconclusive, AMA1-RON2 inh 39%[activator], HCMV inh -12 and AmpC detergent -1%.
`CCn1cc(Br)c(-c2nc3ccccc3c(=O)n2N)n1` gave Giardia FBPA inh 2%, Sm TGR block 3%, AMA1-RON2 inh 16%, HCMV inh 76 and AmpC detergent -4%.
CC(=O)Nc1ccc(N/C=C/C(=O)C(C)(C)C)cc1 was read as HCV inhibitor 7%, Giardia FBPA inh inconclusive, Sm TGR block -3%, AMA1-RON2 inh -1%, HCMV inh -1 and AmpC detergent -14%.
Screening Cc1ccc(N2CCN(C(=O)C3CCN(S(=O)(=O)c4ccc5c(c4)oc(=O)n5C)CC3)CC2C)cc1 (centres undefined) returned Sm TGR block -15%, HCMV inh -11 and AmpC detergent 1%.
COc1ccc(C(=O)N/N=C/c2ccccc2C(=O)O)cc1OC was read as HCV inhibitor 11%, Giardia FBPA inh -7%, Sm TGR block -1%, AMA1-RON2 inh 55%[activator], HCMV inh 0 and AmpC detergent -1%.
For CCN1CCc2nc(NC(=O)Cc3ccc4c(c3)OCCO4)sc2C1 the results were HCV inhibitor inconclusive, Giardia FBPA inh -13%, Sm TGR block inconclusive, AMA1-RON2 inh -14%, HCMV inh -12 and AmpC detergent -12%.
Screening Cc1nn(Cc2ccccc2)c(C)c1/C=N/NC(=O)c1ccncc1 returned HCV inhibitor -4%, Giardia FBPA inh 3%, Sm TGR block 15%, AMA1-RON2 inh 12%, HCMV inh 2 and AmpC detergent -8%.
